Cardiac RTF inh: cardiac RTF calcium desensitization; IANBD-labeled cardiac RTF, Ca2+ fluorescence; AID 493244; 0.12% of 340,000 active; inhibition, % at 7.15 µM;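 active = inhibition above the mean inhibition of all tested compounds plus 3 SD, cut at about 17% in these data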;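 note: assay run at fixed EC70 calcium of 1.6 mM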
DAGLB inh: blocks human DAGLB lipase activity; Q8NCG7; HEK293T DAGLB membrane lysate, EnzChek fluorogenic substrate; inhibition, % at 5.17 µM; 0.059% of 340,000 active; in the data active = inhibition above about 34%;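 note: 0% = enzyme with vehicle and 100% = wells lacking enzyme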
Arr AP2 block: blocks beta-arrestin peptide binding to AP2 adaptin; inhibition, % at 10 µM; 0.31% of 340,000 active; FITC-arrestin peptide / GST-AP2 beads, flow cytometry; AP2 beta2 appendage carries R879A mutation;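 active = inhibition above a set limit, near 3 SD of compounds lacking own fluorescence, cut at about 54% in these data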;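 note: plate controls were DMSO wells for no effect and 5 µM unlabelled arrestin peptide for full effect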
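System: GST-AP2 R879A glutathione beads. Medium: PBS with 0.05% Tween 20 and 0.1% BSA. Also added: FITC-arrestin peptide, 50 nM. Incubation: 12 min plus 1 h, RT. Measured by: high-throughput flow cytometry of beads, ex 488, em 535 nm. Evaluation: percent drop in bead-associated FITC signal.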
NSD2 inh: blocks human histone methyltransferase NSD2. O96028. NSD2 peptide methylation, AlphaScreen, 120 min. inhibition, % at 12.5 µM. 0.54% of 310,000 active. AID 743445; in the data active = inhibition above about 50%
SR-BI DiI inh: mouse SR-BI HDL lipid transfer inhibition; 0.96% of 320,000 active; AID 488896; Q61009; inhibition, % at 12.5 µM; ldlA[mSR-BI] CHO cells, DiI-HDL uptake fluorescence, 3 h;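 active = mean replicate inhibition of at least 70% and a set share of replicates each scoring 70 or more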;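 note: 0% = median of neutral control wells and 100% = median of positive control wells; values of inactives mirror those of a sister screen read the other way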
Keap1-Nrf2 PPI: inhibitors of human Keap1-Nrf2 protein-protein interaction; Keap1 Kelch-Nrf2 peptide fluorescence polarization, 1536-well; Q14145; 0.15% of 340,000 active; inhibition, % at 9.4 µM; in the data active = inhibition above about 12%;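 note: human Keap1 Kelch domain with fluorescein labeled Nrf2 9mer peptide probe; 0% = neutral control wells and 100% = peptide positive control; higher means more block of Keap1 binding to Nrf2 peptide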
Target sequence (Q14145 whole entry, looked up, the tested form may be a part): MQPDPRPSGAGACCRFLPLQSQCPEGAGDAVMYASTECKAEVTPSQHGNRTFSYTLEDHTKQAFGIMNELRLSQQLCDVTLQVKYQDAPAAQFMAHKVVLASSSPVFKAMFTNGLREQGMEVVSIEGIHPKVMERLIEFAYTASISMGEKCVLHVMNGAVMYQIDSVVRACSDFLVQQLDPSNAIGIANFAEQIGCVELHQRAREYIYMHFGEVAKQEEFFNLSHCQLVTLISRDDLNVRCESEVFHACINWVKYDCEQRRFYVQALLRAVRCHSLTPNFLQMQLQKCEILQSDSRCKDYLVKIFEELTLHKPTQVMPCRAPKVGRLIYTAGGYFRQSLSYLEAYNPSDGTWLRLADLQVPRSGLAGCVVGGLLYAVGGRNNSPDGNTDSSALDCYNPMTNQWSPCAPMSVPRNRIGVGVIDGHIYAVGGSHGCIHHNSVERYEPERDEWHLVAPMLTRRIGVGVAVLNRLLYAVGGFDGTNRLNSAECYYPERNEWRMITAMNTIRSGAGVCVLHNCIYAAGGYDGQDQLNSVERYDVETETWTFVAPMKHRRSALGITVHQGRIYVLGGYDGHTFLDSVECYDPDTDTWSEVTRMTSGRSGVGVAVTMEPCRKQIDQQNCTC
C-LANA FP: inhibitors of KSHV LANA C-terminal domain DNA binding | MBP-C-LANA/FAM-LBS DNA binding, fluorescence polarization | inhibition, % at 9 µM | 0.078% of 340,000 active | AID 504423;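 active = highest replicate inhibition at or above 60% at 9 µM, even if other replicates fall short; inactive = all replicates below 60% inhibition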;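 note: 0% = neutral control wells and 100% = 4 µM acridine orange control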
PvdQ inh: P. aeruginosa PvdQ acylase inhibition; purified PvdQ acylase, fluorescence plate reader; inhibition, % at 10 µM; 0.063% of 340,000 active; in the data active = inhibition above about 30%, passing the limit was not always enough;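 note: 0% = vehicle neutral wells and 100% = reference inhibitor wells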
PKA-R2B act: activates the human PKA-R2B holoenzyme complex; P22694+P31323; PKA-R2B holoenzyme dissociation, Cy5-IP20 fluorescence polarization; R2B truncated from residue 108, S112A mutant; 0% DMSO only, 100% 113 µM cGMP; activation, % at 11.4 µM; 0.079% of 340,000 active; AID 504700;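 active = activation above a cutoff set at the mean over all compounds plus 3 SD, cut at about 18% in these data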;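 note: higher means more holoenzyme dissociation and a rise in polarization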
SR-BI uptake up: SR-BI HDL lipid transfer activation; CHO ldlA[mSR-BI] cells, DiI-HDL uptake fluorescence, 3 h; 100 = double the neutral-control signal; activation, % at 12.5 µM; 0.096% of 320,000 active; AID 504775;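 active = mean replicate activation of at least 60% and every replicate at or above 60%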;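 note: 0% = median plate neutral-control signal and 100% = twice that signal; values of inactives mirror those of a sister screen read the other way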
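Test system: SR-BI-overexpressing, LDLR-lacking CHO cells; Also added: labelled HDL, 10 µg/mL; Measured by: bottom-read cell fluorescence after medium removal, ex 550/em 595 nm; Timing: 3 h uptake period with compound, 37 °C; Buffer or medium: F12, 0.5% BSA, 25 mM HEPES; Doses: single compound concentration, delivered by pin transfer.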
Active calls of the source: *; x = not tested or not shown.

SMILES	Cardiac RTF inh	DAGLB inh	Arr AP2 block	NSD2 inh	SR-BI DiI inh	Keap1-Nrf2 PPI	C-LANA FP	PvdQ inh	PKA-R2B act	SR-BI uptake up
Cc1ccc(N(C(=O)CNC(=O)c2ccco2)C(C(=O)NC2CCCC2)c2cccnc2)cc1C (centres undefined)	-2.9	-3.7	-7.4	x	-1.3	-1.2	-0.9	-19.9	4.0	1.3
CS(=O)(=O)N(CC(=O)NCc1ccccn1)Cc1ccc(Cl)cc1	0.2	-1.0	-1.6	-0.9	-17.7	-2.8	4.5	-9.2	-6.6	17.7
O=C(C(=O)N1CCN(c2ccccc2)CC1)c1cn(CC(=O)N2CCCCCC2)c2ccccc12	-13.3	-1.8	-7.4	1.7	45.5	2.3	-0.5	-5.4	-6.5	-45.5
COc1cc(CNCc2ccco2)ccc1OCc1ccccc1	-5.4	2.3	-1.0	x	5.2	-2.8	-0.6	-2.3	1.3	-5.2
COc1ccc(NC(=S)N(CCC(C)C)C2CCN(C(C)C)CC2)cc1Cl	-8.2	0.1	11.2	5.9	-17.2	-6.3	-0.8	1.7	-0.7	17.2
O=C(Nc1ccc(N2CCCC2)cc1)C(c1ccccc1)c1ccccc1	-0.4	14.1	4.3	-1.1	40.3	-4.1	-1.0	-15.6	0.6	-40.3
COCC1CCCC1OS(N)(=O)=O (centres undefined)	10.7	-1.8	3.0	x	-8.0	-4.7	1.4	9.3	-0.3	8.0
CCOC(=O)C1CCN(C(=O)CN(c2ccc(Oc3ccccc3)cc2)S(C)(=O)=O)CC1	11.6	-3.5	29.6	-0.8	-15.6	-3.3	0.6	5.2	-9.3	15.6
Cc1ccccc1C(=O)NNC(=O)c1ccncc1	0.6	-1.2	1.3	-1.3	-31.7	5.8	-0.9	-8.9	4.5	31.7
O=C(O)c1ccc(OCC(O)Cn2c3ccccc3c3ccccc32)cc1 (centres undefined)	6.5	2.5	33.7	-1.7	-3.1	1.7	-0.8	0.2	1.7	3.1
COC(=O)COc1ccc(S(=O)(=O)Nc2ccccc2SC)cc1	-10.0	1.0	5.2	2.4	2.9	-2.8	-0.4	-7.7	-2.3	-2.9
COc1cc2cc(NC(C)=O)cc(NCc3ccccc3)c2cc1OC	-9.1	-1.4	13.6	36.8	56.2	-1.8	0.5	-20.2	-1.1	-56.2
CCc1ccc2c(c1)[C@H]1OCC[C@H]1[C@@H](c1cccs1)N2	0.3	-5.8	15.9	0.7	15.8	-0.5	1.1	-1.2	-3.8	-15.8
O=C(/C(=C/c1ccccc1)c1ccccc1)N1CCCCC1	0.1	-3.1	18.1	-1.9	8.9	-6.2	-0.6	11.2	-3.4	-8.9
O=C(CCN1C(=O)C2C3C=CC(C3)C2C1=O)NC1CCCCC1 (centres undefined)	2.0	-1.6	6.7	-2.4	7.4	-0.6	-0.2	8.7	-11.3	-7.4
O=C(NCc1nc(-c2ccc(Cl)cc2)no1)c1ccc2c(c1)OCO2	1.2	-6.0	20.0	-2.7	x	-1.5	-0.3	-10.9	-1.7	x
Cc1cnc(-c2nnc(N(C)C(=O)C3CCOC3)s2)cn1 (centres undefined)	-0.6	0.2	-3.2	x	7.6	-0.2	-0.8	-3.0	-8.1	-7.6
CN(Cc1ccccc1F)Cc1cc(=O)oc2cc(O)c(Cl)cc12	-12.2	4.3	-6.9	-16.5	x	2.5	-0.5	-3.7	-10.2	x
COc1ccc(C(=O)NCC(=O)N/N=C/c2ccc(C)o2)cc1OC	-4.2	1.7	-5.7	5.7	-29.1	4.7	0.7	-1.8	-7.0	29.1
CC(=O)c1ccc(NS(=O)(=O)c2cc3c(cc2C)N(C(C)=O)CCO3)cc1	-2.0	-0.1	30.9	-0.6	-19.3	3.9	-0.8	4.5	-1.1	19.3
O=C(C1=C[C@@H](c2ccccc2)C[C@@H](OCc2ccc(CO)cc2)O1)N1CCOCC1	-3.8	0.8	6.3	x	-5.3	-0.4	3.2	-12.5	-4.3	5.3
Cc1cccc(C2CC(c3ccccc3)Nc3ncnn32)c1 (centres undefined)	-5.3	0.1	-2.9	x	5.4	1.2	1.7	-16.1	13.1	-5.4
O=C(O)C1C2CCC(C2)C1C(=O)Nc1cccc([N+](=O)[O-])c1 (centres undefined)	-4.3	0.6	-14.7	-2.4	-14.3	-10.6	0.4	-9.6	-4.1	14.3
CN1C(c2ccc(F)cc2)=CS/C1=C(/C#N)c1nnc(N2CCOCC2)n1-c1ccccc1	-2.5	1.1	-8.2	2.1	53.4	-6.3	0.9	-12.1	-2.9	-53.4
O=C(NC12CC3CC(CC(C3)C1)C2)c1cc(F)c(F)c(F)c1F	-7.8	-8.5	1.7	0.0	-7.8	3.2	-1.5	1.2	-1.4	7.8
COc1ccccc1NC(=O)C(C)N1C(=O)c2ccccc2C1=O (centres undefined)	-12.1	-0.4	41.0	-1.5	4.2	-1.8	3.5	1.5	-6.5	-4.2
O=C(Cc1cccs1)N[C@@H]1c2ccccc2CC[C@H]1OCc1ccccc1	3.0	-4.5	35.7	x	-14.9	1.5	0.2	9.1	-2.9	14.9
Cc1cc(C=O)c(C)n1-c1ccc(N2CCCCC2)c([N+](=O)[O-])c1	-12.0	9.5	-0.3	64.7*	19.9	-2.8	1.0	-17.2	1.4	-19.9
CC1(C)C(=O)C2(CCCCC2)C(=O)OC1c1cccs1 (centres undefined)	-1.8	-6.3	9.0	-1.4	-0.9	-5.7	-0.7	-16.2	1.3	0.9
Cc1onc(-c2ccccc2)c1C(=O)N/N=C/c1c(F)cccc1Cl	-4.7	-1.5	2.6	-1.7	-1.6	-5.8	-1.0	9.1	-3.9	1.6
COC(=O)C1C(=O)C2=C(CC1C)NC(C)=C(C(=O)OC(C)C)C2c1ccc(C)o1 (centres undefined)	-14.3	2.5	21.9	3.0	-18.5	-2.2	-1.2	1.7	4.8	18.5
CCOC(=O)N1CCN(CC(O)COc2ccc(OC)cc2C(C)(C)C)CC1 (centres undefined)	-2.6	-1.2	2.2	x	15.8	-8.1	0.9	-13.0	-13.4	-15.8
CCn1c(Cc2c(C)[nH]c3ccccc23)nnc1SCC(=O)NCc1ccccc1	-6.4	2.0	0.6	5.0	8.1	-3.1	0.1	-9.2	0.4	-8.1
CCOC(=O)Cc1csc(NC(=O)c2csc3c2CCCC3)n1	-4.0	-3.1	-0.3	1.0	x	-1.7	-0.8	-10.4	1.9	x
O=C(CC(c1ccccc1)c1ccccc1)NCC1CCCO1 (centres undefined)	-38.5	-4.1	9.7	-3.3	-20.5	4.4	-0.6	10.3	-1.0	x
CCn1cc(Br)c(C(=O)Nc2sc3c(c2C(N)=O)CCCC3)n1	3.1	6.0	11.3	0.7	7.5	-9.4	-2.2	-7.3	4.1	-7.5
N#Cc1nc(COc2ccc(Br)cc2)oc1N1CCCCCC1	0.9	-7.5	-4.2	x	-5.2	-6.6	0.3	-9.9	-0.1	5.2
COc1ccc(CC(=O)N2CCN(c3ccccc3F)CC2)cc1OC	-9.9	1.3	27.8	3.2	5.8	-3.9	-1.6	-18.1	-2.8	-5.8
CN(CC(=O)Nc1ccc(Cl)c(C(F)(F)F)c1)C(=O)Cc1c[nH]c2ccccc12	-4.7	3.8	5.8	6.8	0.9	4.2	-0.7	-7.9	-3.9	-0.9
CC(C)(C)NC(=S)NCC1CC1	-0.6	0.9	7.4	-0.4	-3.9	-1.0	-0.2	-14.8	-5.7	3.9
Cc1ccc(SCC(=O)OCn2nnc3ccccc3c2=O)cc1C	-7.1	-1.0	2.0	13.1	-6.4	-5.5	-2.4	-7.9	5.3	6.4
COc1ccc(CCNC(=S)NC(=O)c2ccc(Br)cc2)cc1OC	-3.5	-3.2	27.5	-1.8	7.0	-1.1	0.9	5.7	3.4	-7.0
COc1ccc(OC)c(S(=O)(=O)NCC(=O)NC2CCCc3ccccc32)c1 (centres undefined)	2.1	3.5	-1.8	-2.4	14.9	5.2	-0.6	-8.1	-4.6	-14.9
COc1ccccc1CNC(=O)c1ccoc1C	-3.0	0.3	22.6	-1.1	-13.3	1.7	-0.8	1.5	-5.1	13.3
Cc1ccc(-c2csc(NC(=O)c3ccc4c(=O)n5c(nc4c3)CCCCC5)n2)cc1	-11.3	0.4	12.3	12.6	68.4	-2.6	-2.5	14.6	8.7	-68.4
Cn1c(=O)c2c(nc(CN3CCc4ccccc4C3)n2Cc2cccc(Cl)c2)n(C)c1=O	3.0	3.6	-6.7	x	-3.9	-5.8	0.2	-16.2	-5.2	3.9
Fc1ccc2[nH]c3c(NCc4ccccc4)ncnc3c2c1	3.7	-12.2	25.8	x	-3.9	-3.7	0.0	4.6	-2.2	3.9
COc1ccc(Cl)cc1NC(=O)CN(C)C(=O)c1ccc(-n2cncn2)cc1	0.6	-1.0	-8.6	-0.4	-1.3	0.9	0.0	-8.2	-6.2	1.3
COc1ccc(CC(C(=O)Nc2ccc(OC)cc2)c2nn[nH]n2)cc1 (centres undefined)	-3.7	-0.6	-7.5	4.3	-13.9	-3.0	-0.3	-17.9	1.7	13.9
